Screening data deposited in PubChem by National Center for Advancing Translational Sciences (NCATS).
PTHR1 ag: PTHR1 (human) receptor agonism; HEK293 GP2 PTHR1 cells, GloSensor cAMP luminescence, 1 h; Q03431; Potency, µM (titrated, usually from 115 µM), for the others: at the top dose activation, most hits filed as activators; AID 743266; 410,000 compounds, 0.075% hits; also: potency is read from the fitted curve at half-maximal effect; nearly all actives have a fitted effect of over 55% in size; some results filed as inactive show a strong effect at the top dose; inactives centre near -15; many of its hits are not listed in these tables
Target sequence (Q03431 whole entry, looked up): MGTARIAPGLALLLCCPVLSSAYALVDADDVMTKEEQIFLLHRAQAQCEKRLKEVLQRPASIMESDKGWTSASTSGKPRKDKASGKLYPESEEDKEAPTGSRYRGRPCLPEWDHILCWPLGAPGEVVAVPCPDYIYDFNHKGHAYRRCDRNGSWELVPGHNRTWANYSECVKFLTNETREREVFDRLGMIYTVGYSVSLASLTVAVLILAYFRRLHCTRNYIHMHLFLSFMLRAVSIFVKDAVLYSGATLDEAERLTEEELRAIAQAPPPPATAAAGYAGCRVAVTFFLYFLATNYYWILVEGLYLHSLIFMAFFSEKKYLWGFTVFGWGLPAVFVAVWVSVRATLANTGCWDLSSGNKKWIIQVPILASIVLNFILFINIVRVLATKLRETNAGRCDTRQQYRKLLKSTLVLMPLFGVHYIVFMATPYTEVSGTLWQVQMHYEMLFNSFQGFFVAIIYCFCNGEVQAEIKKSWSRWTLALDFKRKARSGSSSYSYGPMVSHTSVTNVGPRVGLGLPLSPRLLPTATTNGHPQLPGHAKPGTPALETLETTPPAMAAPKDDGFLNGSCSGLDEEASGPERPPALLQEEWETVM
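HEK-293-derived GP2 cells expressing PTHR1 and a GloSensor cAMP reporter, 3,000/well, plated overnight, given luciferin plus IBMX (each 0.5 mM as added) for 1 h at 37 °C, then compound for 1 h at 37 °C. Luminescence was read after 15 min at room temperature.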
GLP1R inv ag: inverse agonists of human GLP-1 receptor | AID 624417 | HEK293 GLP-1R CRE-luciferase, luminescence, 24 h; GLP-1R form is constitutively active | 410,000 compounds, 1.6% hits | Potency, µM (highest dose often 38.3 µM), for inactives: at the highest dose activity change, negative = inhibition, usual class: inhibitors | P43220; also: potency is read from the fitted curve at half-maximal effect; % is scaled to controls: 0 for no effect and ±100 for the full control effect; nearly all actives have a fitted effect of over 55% in size
Target sequence (P43220 whole entry, looked up): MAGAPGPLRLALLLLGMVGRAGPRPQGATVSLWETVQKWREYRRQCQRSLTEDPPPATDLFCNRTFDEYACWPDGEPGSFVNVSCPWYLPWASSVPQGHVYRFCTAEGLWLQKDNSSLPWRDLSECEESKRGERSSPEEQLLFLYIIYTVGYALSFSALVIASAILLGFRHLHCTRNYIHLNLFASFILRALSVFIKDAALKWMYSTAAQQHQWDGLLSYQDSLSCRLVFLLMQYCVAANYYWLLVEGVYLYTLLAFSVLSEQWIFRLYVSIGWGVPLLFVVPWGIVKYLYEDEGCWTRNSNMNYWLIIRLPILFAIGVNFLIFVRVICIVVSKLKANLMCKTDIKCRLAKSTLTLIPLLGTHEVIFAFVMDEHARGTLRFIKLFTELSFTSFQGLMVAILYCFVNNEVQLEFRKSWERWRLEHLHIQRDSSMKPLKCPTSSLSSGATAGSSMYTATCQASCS
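HEK293 cells stably co-expressing a cAMP-responsive luciferase reporter and constitutively active GLP-1R were seeded, incubated 12 h, then exposed to compounds for 24 h at 37 C. Luminescence was read 12 min after detection reagent; inverse agonists lower signal.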
FUS suppressor: FUS proteinopathy suppression in yeast. Potency, µM (series often up to 76.6 µM), for the others: at the top dose growth rescue (activation), actives largely listed as activators. S. cerevisiae FUS-expressing, growth rescue, OD600, 24 h. AID 1347120. 390,000 compounds, 0.24% hits;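 also: potency is read from the fitted curve at half-maximal effect; plate controls were DMSO vehicle for no effect and reference control for full effect; nearly all actives have a fitted effect of over 55% in size; some results filed as inactive show a strong effect at the top dose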
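Read-out: OD at 600 nm after 24hr at 30C, reporting rescue of FUS-induced yeast toxicity. Cells at OD 0.005 in galactose (2%) minimal medium; compounds tested in a dilution series; CP55940 titration from 92uM final as control.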
Mm-Cpn inhibitor: M. maripaludis TRiC chaperonin inhibition. purified Mm-Cpn ATPase, ADP Transcreener TR-FRET. Potency, µM (titrated, usually from 76.9 µM), for inactives: at the top dose activity, negative = inhibition, actives largely listed as inhibitors. 330,000 compounds, 0.031% hits; also: potency is read from the fitted curve at half-maximal effect; % is scaled to controls: 0 for no effect and ±100 for the full control effect; nearly all actives have a fitted effect of over 80% in size
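ATPase turnover read by TR-FRET ADP competition (Eu cryptate antibody/ADP-d2, 665/590 nm): 10uM ATP final, 25nM Mm-CPN final, 30 min 37degC after 10-min compound preincubation, pH 7.4 Tris/KCl/MgCl2/DTT buffer.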
Abeta yeast res: A-beta toxicity reversal in yeast | Potency, µM (titrated, usually from 46.1 µM), without a hit: at the top dose growth rescue, usual class: activators | 410,000 compounds, 0.063% hits | AID 1347071 | yeast expressing A-beta42, growth rescue, OD600, 48 h; response scale: 0% DMSO, 100% iron-clioquinol control; also: potency is read from the fitted curve at half-maximal effect; nearly all actives have a fitted effect of over 55% in size
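Yeast growth medium received pinned compounds, then yeast cells expressing toxic A-beta were added; plates incubated at 30 C for 48 hr. Growth read as absorbance at 600 nm, normalized to DMSO and equimolar FeCl3 plus clioquinol controls.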
Akt phos inh: inhibitors of Akt phosphorylation; Neuro2A IGF-stimulated pAkt S473 HTRF, 20 min; active compounds read low; activity change, % for hits at 50 µM; 360,000 compounds, 0.32% hits; AID 651550; in the data active = activity change below about -80%; inconclusive = mostly about -51% to -80%; also: % is scaled to controls: 0 for no effect and ±100 for the full control effect
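Neuro2A cells in DMEM with 0.5% FBS, overnight at 37 deg C, given compound at single 50 µM final, then IGF (6 nM final) for 20 min at 37 deg C. Lysed; phospho-Akt Ser473 by HTRF after 24 h, 665/615 ratio.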
TDP-43 yeast inh: inhibitors of TDP-43 toxicity in yeast. Potency, µM (highest dose often 46.1 µM), for the others: top-dose growth rescue (activation), most hits filed as activators. TDP-43 expressing yeast growth rescue, BacTiter-Glo, 24 h. 410,000 compounds, 1.8% hits; also: potency is read from the fitted curve at half-maximal effect; % of control where 0% means no effect; nearly all actives have a fitted effect of over 50% in size
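In this qHTS, compounds that restore growth of yeast expressing TDP-43 appear as activators. Cells (OD600=0.02, galactose medium, raffinose-pregrown) are incubated with compound 24 hr at 30 deg C and growth is quantified by BacTiter-Glo.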
HEK293 tox: cytotoxic in the GLP-1 receptor inverse agonist counter-screen; HEK293 cAMP-luciferase reporter cells, luminescence, 24 h; Potency, µM (titrated, usually from 38.3 µM), inactives show top-dose activity change, negative = inhibition, actives largely listed as inhibitors; 410,000 compounds, 0.13% hits; AID 624418;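 also: loss of luciferase light is scored as toxicity; potency is read from the fitted curve at half-maximal effect; % is scaled to controls: 0 for no effect and ±100 for the full control effect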
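A 23 nL compound transfer followed 12 hours of cell culture at 37 deg C; exposure then lasted 24 hr. Luciferase assay detection reagent was dispensed and plates read for luminescence after a 12 min room-temperature wait.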
aSyn yeast inh: alpha-synuclein toxicity inhibition in yeast; Yeast expressing alpha-synuclein, growth rescue, BacTiter-Glo, 24 h; Potency, µM (highest dose often 46.1 µM), for the others: at the top dose growth rescue (activation), most hits filed as activators; 370,000 compounds, 0.14% hits; AID 652106; also: potency is read from the fitted curve at half-maximal effect; % of control where 0% means no effect; nearly all actives have a fitted effect of over 65% in size
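Readout is rescue of growth in alpha-synuclein-expressing yeast, so inhibitors of toxicity appear as activators. Growth after 24 hr at 30 deg C in galactose medium is quantified by luminescence.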
An asterisk follows results filed as active; i = inactive; ? = inconclusive; . = no result given; [ ] = another dose, or the depositor's remark. Unless noted, calls follow the shape of the dose curve; as a rule, active = well fitted curve in the direction sought with a large enough effect; inconclusive = small, poorly fitted or top-dose-only effect, or another doubt; inactive = no such curve, though single readings can be large; an effect the other way counts as inactive or inconclusive. Only part of the results is shown (hit frequency here may not be typical).

Values run as follows: PTHR1 ag, GLP1R inv ag, FUS suppressor, Mm-Cpn inhibitor, Abeta yeast res, Akt phos inh, TDP-43 yeast inh, HEK293 tox, aSyn yeast inh
> Cc1ccc(CNC(=O)[C@H]2O[C@@H](n3cnc4c(N)ncnc43)[C@H](O)[C@@H]2O)o1
→ -17%, 2%, -4%, ., -10%, i, 13%, 5%, -6%
> Fc1ccc(N2CCN(c3ncnc4[nH]ncc34)CC2)cc1
→ -64%[inhibitor], 16%, -15%, ., -10%, ., 2%, 13%, -10%
> CC(C)(C)S(=O)N1Cc2cc(=O)n(Cc3ccccc3)cc2[C@H]1CCO (some centres not stated)
→ -14%, 5%, 0%, ., -12%, i, 0%, 2%, 1%
> CN(C(=O)COC(=O)c1ccc2ccccc2n1)c1ccccc1
→ -7%, -9%, 5%, 1%, -10%, i, 0%, -4%, -11%
> COC(=O)c1ccccc1NS(=O)(=O)c1ccc(O)c(C(=O)O)c1
→ i, 10%, -5%, 2%, 19%, i, -7%, 12%, 0%
> COc1ccc(/C=C(\C#N)C(=O)N2CCOCC2)cc1Br
→ -28%, 108%[activator], ., -1%, 1%, i, -14%, 31%[activator], 4%
> CCCCNC(=O)C1(C)CCCCN1C(=O)c1ccc2ccccc2n1 (configuration not stated)
→ -28%, 6%, -12%, ., -17%, ., 6%, -2%, 0%
> COc1ccc(NC(=O)c2sc(N)nc2-c2ccccc2)cc1
→ ?, 23%, -31%, -3%, -17%, i, 22%, -4%, -8%
> O=C(CSc1ccc2nnc(-c3cccnc3)n2n1)Nc1cccc(F)c1
→ i, 58%[activator], 1%, ?, 6%, i, 19%, -6%, -2%
> Cn1c(CCc2nc3ccccc3[nH]2)n[nH]c1=S
→ -3%, 0%, 2%, 2%, -11%, i, 15%, -9%, -9%
> CC1CCCC/C1=N/Nc1ccc([N+](=O)[O-])cc1[N+](=O)[O-] (configuration not stated)
→ -9%[57.5 µM], 10%, 19%, 0%, -10%, i, 8%, 7%, 4%
> CC(C)[C@H](NC(=O)c1ccccc1Cl)C(=O)OCC(=O)NC(=O)NCc1ccco1
→ i, 7%, -10%, -2%, -12%, i, 17%, 13%, 2%
> COc1ccc2cnnc(SCC(=O)Nc3ccc(C(=O)O)cc3)c2c1OC
→ -8%, -2%, 11%, 4%, 19%, i, 19%, -2%, 0%
> Cc1cccc(C)c1N1C(=O)CCC(C)(C)C1=O
→ i, 12%, -31%, 0%, -2%, i, 10%, -13%, 4%
> Oc1ccccc1CNCC12CC3CC(CC(C3)C1)C2
→ i, ?, 21%, -1%, -3%, i, -7%, -26%, -2%
> Cc1ccc(N/C=C/C(=O)c2cccs2)cc1C
→ -37%, ?, -5%, -4%, -19%, i, -25%, -3%, 13%
> CC1CCC(NS(=O)(=O)c2ccc(Cl)nc2)CC1 (configuration not stated)
→ i, 5%, 8%, 0%, 21%, i, 14%, 1%, 4%
> CC(C)C[C@H](NC(=O)Nc1ccc(Oc2ccccc2)cc1)C(=O)O
→ -7%, 5%, ., -1%, 2%, i, 11%, -10%, -1%
> COc1cccc(/C=N/NC(=O)c2cc3cc([N+](=O)[O-])ccc3s2)c1O
→ -8%, ?, 13%, -1%, -10%, i, 23%, ?, -5%
> Cc1ccc(S(=O)(=O)c2c(N)n(CCCN(C)C)c3nc4ccccc4nc23)cc1
→ -16%, ?, 26%, 0%, 12%, i, 9%, -17%, 4%
> COc1ccc(-n2nnnc2SCC(=O)N2CCOCC2)cc1
→ -15%, 8%, -7%, 1%, -6%, i, 0%, 4%, -3%
> COc1ccc(CNC(=O)CS(=O)Cc2nc(-c3ccccc3C)oc2C)cc1 (configuration not stated)
→ -2%, -6%, 20%, 1%, 14%, i, 23%, 7%, 2%
> COCCNC(=O)C(C)N(c1ccc(Oc2ccccc2)cc1)S(C)(=O)=O (configuration not stated)
→ i, -15%, 16%, 1%, -7%, i, -8%, -4%, 0%
> CCN(CC)C(=O)c1ccc(COc2ccccc2Cl)cc1
→ -48%[inhibitor][57.5 µM], ?, 18%, 3%, 3%, i, ?, -13%, 4%
> CSCCC(NC=C1C(=O)OC(C)(C)OC1=O)C(=O)O (configuration not stated)
→ i, -16%, 9%, -2%, 6%, i, 13%, -3%, -2%
> Cc1cc(C(=O)N/N=C2\CCCC(=O)C2)c(C)n1-c1ccccc1
→ i, -7%, 43%, -1%, 7%, i, 13%, 13%, 2%
> CCCCc1nc2cc(C(=O)NCc3cn(C)nc3C)ccc2o1
→ -28%, 6%, -25%, -1%, -3%, i, -3%, -5%, 1%
> COCCN1C(=O)C(=O)/C(=C(/O)c2ccc3c(c2)OCCO3)C1c1ccc(C(=O)OC)cc1 (configuration not stated)
→ -20%[57.5 µM], 6%, 18%, -2%, 1%, i, -32%[inhibitor], 8%, 0%
> C/C(=C/C(=O)Nc1cccc(F)c1)N1CCCC1
→ i, -25%, 32%, 1%, -1%, i, -2%, -5%, 2%
> O=C(CCCOc1ccc(Cl)cc1Cl)NCC1CCCO1 (configuration not stated)
→ i, -12%, 3%, -2%, 7%, i, -4%, -6%, -3%
> CSc1ncccc1C(=O)OC(C)C(=O)Nc1ccc2c(c1)OCCO2 (configuration not stated)
→ i, 16%, -38%, ., 2%, i, -2%, 8%, -4%
> O=c1oc2c(CN3CCN(CCO)CC3)c(O)ccc2cc1-c1ccccn1
→ i, 18%, -1%, -5%[15.4 µM], -2%, i, -4%, i, -2%
> O=c1c2c3nc4ccccc4nc3n(/N=C/c3ccccn3)c2ncn1-c1ccccc1
→ ?, ?, ?, -12%, ?, i, -28%, ?, -4%
> COc1ccc(CNC(=O)CCc2c(C)nn(-c3ccc(N4CCCC4)nn3)c2C)cc1
→ i, 7%, 19%, ., -3%, ., 3%, 4%, .
> CCN1CCN(CC(=O)Nc2ccc(S(=O)(=O)N3C(C)CCCC3C)cc2)CC1 (configuration not stated)
→ i, 11µM*, 3%, 0%, 1%, i, -7%, 4%, 0%
> CN(CCOc1ccc(Cl)cc1)C(=O)CN1C(=O)NC2(CCCCC2)C1=O
→ -42%[inhibitor], ?, -1%, 1%, 16%, i, 24%, -4%, 5%
> O=[N+]([O-])c1cccc(COc2cccc(CO)c2)c1
→ -30%, 19%, -33%, ., 1%, i, ?, -6%, 3%
> CN1C(=O)/C(=C\c2ccccc2OCc2ccccc2)SC1=S
→ i, 0%, -21%, -1%, 13%, i, 15%, -1%, 2%
> CCOc1ccc(C2c3c(oc4ccccc4c3=O)C(=O)N2CCCN2CCOCC2)cc1 (configuration not stated)
→ 11%[57.5 µM], 3%, 16%, -1%, 23%, i, 2%, 0%, -6%
> O=C(NC(=O)c1ccccc1)OCCN1C(=O)c2ccccc2C1=O
→ i, 5%, 11%, 1%, -8%, i, 1%, -10%, -8%
> COC(=O)c1ccc(COC(=O)c2ccc(CO)cc2)o1
→ -6%, 16%, 4%, -1%, 2%, i, -13%[0.397 µM], 2%, 5%
> COc1ccc(-c2cc(=O)oc3cc4occ(C)c4cc23)cc1
→ -3%[57.5 µM], 0%, 10%, 2%, 12%, i, -3%, -5%, 2%
> CCOC(=O)C1=C(C)N=c2s/c(=C\c3cccn3C)c(=O)n2C1c1cccc(OC)c1OC (configuration not stated)
→ -2%[57.5 µM], 8%, -2%, -2%, 11%, i, -11%, -1%, -5%
> O=C(/C=C/c1ccccc1)NC(=S)NNC(=O)Cc1cccs1
→ -10%, 35%[activator], 16%, -2%, ?, i, 11µM*, -4%, 20µM*
> Cc1ccc(NC(=O)CSc2nnc(-c3nnn(-c4ccc(F)cc4)c3C)o2)cc1Br
→ -21%, 8%, 5%, ., -10%, ., 12%, 1%, .
> Cc1cc(C(F)F)n2nc(C(=O)Nc3cccnc3Cl)nc2n1
→ i, -1%, 4%, 0%, -1%, i, 0%, 0%, -7%
> COc1ccc(N=Nc2c(N)n[nH]c2N)cc1
→ i, 14%, 22%, 2%, -9%, i, -4%, -29%, -2%
> CC(=O)C(Cc1ccc(Cl)nc1)Cc1ccc(Cl)nc1
→ i, 3%, 0%, 1%, 2%, i, ., 8%, 9%
> CCCNC(=O)COc1coc(CN2CCN(c3ccccc3F)CC2)cc1=O
→ i, 7%, 9%, -2%, -3%, i, 1%, 2%, -2%
> Cc1cccc(-n2c(SC(C)C(=O)O)nc3sc4c(c3c2=O)CCCC4)c1 (configuration not stated)
→ i, 20%, 7%, 3%, -6%, i, -2%, -3%, 0%
> COc1ccccc1NC(=O)c1nc(SCc2ccc(F)cc2)ncc1Cl
→ -16%, 0%, -7%, ., -9%, ., 5%, -10%, .
> COc1ccccc1CNC(=O)COC(=O)[C@H](Cc1c[nH]c2ccccc12)NC(=O)c1cccs1
→ i, -4%, ?, 0%, 6%, i, -9%, 7%, 11%
> O=C1CC(N2CCC(c3nc4ccccc4[nH]3)CC2)C(=O)N1c1ccccc1F (configuration not stated)
→ ?, 15%, 41%, -7%, -39%[inhibitor], i, ?, -5%, -37%[inhibitor]
> COc1ccc(NC(=O)Cc2coc3ccc4ccccc4c23)cc1S(=O)(=O)N1CCOCC1
→ i, -26%, 34%, -3%, -24%, i, -13%, ?, -7%
> COc1ccc2c(c1)c1c(c(=O)n(-c3cccc(C)c3)c(=O)n1CC(=O)N1CCCC1)n2C
→ i, 5%, 13%, ., 2%, ., 18%, -12%, .
> COc1ccc(CSCC(=O)Nc2ccccc2SC)cc1
→ -23%, -29%, ., 0%, -27%, i, ?, -24%, -2%
